Bioassay records (PubChem)
PLAP inhibitors HTS – PLAP enzyme inhibitors, biochemical, luminescence, HTS (AID 690); purified PLAP, luminescent substrate; higher % means a stronger effect; one-dose inhibition, % at 20 µM; IC50 in µM for titrated hits; 0.08% of 96,000 active; in the data active = a potency from the dose series; inactive = the rest, 99 in 100 with inhibition below about 30%; also: strong numbers were not always called active
Bcl-B displacement – displacers of TR3 peptide from Bcl-B, primary screen, selectivity assay for Bfl-1 inhibitor project, biochemical, fluorescence polarization; AID 748, 2007; FP displacement of FITC-TR3 peptide from Bcl-B; higher % means a stronger effect; 0.11% of 96,000 active; one-dose displacement, % at 20 µM; IC50 in µM for titrated hits;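 active = displacement above 50% at 20 µM plus a fluorescence interference ratio under 1.5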;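 also: plate controls were wells without compound for no effect and wells lacking Bcl-B protein for full effect; a part of the inactive calls stands beside numbers as strong as those of hits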
MRP reversal – reversal of MRP1-mediated doxorubicin resistance, primary screen, H69AR cells, doxorubicin co-treatment; H69AR cells + 2 uM doxorubicin, CellTiter-Glo, 72 h; differential viability (reversal), % at 10 µM; 0.04% of 85,000 active; AID 602, 2007;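 active = viability drop by adding the cancer drug above about 55%, with treated viability meeting a 40% cutoff, limit read from the data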;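 also: viability without doxorubicin minus viability with 2 µM doxorubicin for each compound; larger differential means the compound sensitizes cells more to doxorubicin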
NFkB transloc inh – inhibitors of IL-1B driven NFkB p65 nuclear import, primary screen, imaging, HUVEC, IL-1B stimulus, high-content imaging; 0.43% of 94,000 active; inhibition, % at 2 µM; AID 796, 2007; HUVEC IL-1B NFkB p65 nuclear translocation imaging;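 active = inhibition above about 30% together with a positive call from visual inspection of the well image, limit read from the data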;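 also: nuclear over cytoplasmic p65 intensity ratio measured by imaging; 0% = IL-1B stimulated DMSO wells and 100% = unstimulated DMSO wells; values of inactives mirror those of a sister screen read the other way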
NFkB transloc pot – enhancers of NFkB p65 translocation in HUVEC – imaging, IL-1B stimulus, high-content imaging, primary screen; HUVEC IL-1B NFkB p65 nuclear translocation imaging; activation, % at 2 µM; 0.3% of 94,000 active; AID 819, 2007;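 active = activation above 40%, about the mean plus 3 SD, also judged a hit on visual image review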;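 also: percent activation is computed from the nuclear over cytoplasmic p65 intensity ratio; values of inactives mirror those of a sister screen read the other way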
MRP reversal cytotoxicity – second read-out of MRP reversal, no call of its own (marks repeat the call); viability, %; H69AR cells, CellTiter-Glo, 72 h; measured here: cytotoxicity without doxorubicin
MRP reversal with doxorubicin – recorded beside MRP reversal, whose call it bears; viability, %; measured here: viability with 2 uM doxorubicin; hits give low values
NFkB transloc inh cell count 2 µM – recorded beside NFkB transloc inh, whose call it bears; cell count; measured here: cells passing quality filter;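 raw number of nuclei counted in each imaged well without normalization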
NFkB transloc pot cell count 2 µM – also measured in NFkB transloc pot; calls as there; cell count; measured here: cells passing quality filter
* = called active by the depositor; . = not tested or not shown. The list is partial, so the mix of outcomes need not match the whole.

Value order: NFkB transloc pot cell count 2 µM	Bcl-B displacement	MRP reversal cytotoxicity	MRP reversal	NFkB transloc pot	PLAP inhibitors HTS	NFkB transloc inh cell count 2 µM	NFkB transloc inh	MRP reversal with doxorubicin
[1] O=C(O)[C@H](Cc1ccccc1)N1C(=O)c2ccncc2C1=O
 : 111	-13%	97	13	10	12%	111	-10	84
[2] CN1CCN(S(=O)(=O)c2ccc(NC(=O)C3CCCCC3)cc2)CC1
 : 153	-12%	90	7	-1	-4%	153	1	84
[3] O=C(Cc1ccccc1)NN1C(=O)C2C3C=CC(C3)C2C1=O (stereo not drawn)
 : 119	-6%	.	.	-4	3%	119	4	.
[4] Cc1ccc(S(=O)(=O)Cn2nnnc2CN2CCOCC2)cc1
 : 168	-6%	92	4	7	2%	168	-7	88
[5] COc1cc(-c2nnc(SCC3(c4ccc(Br)cc4)OCCO3)o2)cc(OC)c1OC
 : .	0%	.	.	.	-1%	.	.	.
[6] Cc1cc(/C=N/Nc2ccc([N+](=O)[O-])cn2)c(C)n1-c1ccccc1
 : 51	-2%	96	13	10	4%	51	-10	83
[7] O=C(c1ccccc1)N1CCSC1=S
 : 163	6%	87	-7	9	0%	163	-9	94
[8] CCCOP(=O)(OCCC)C(Nc1ccc(C(C)C)cc1)c1ccc([N+](=O)[O-])cc1 (stereo not drawn)
 : 112	14%	.	.	-1	-26%	112	1	.
[9] Cc1ccc(OCCNS(=O)(=O)c2ccc(N3CCCC3=O)cc2)cc1C
 : .	-2%	86	-3	.	2%	.	.	89
[10] CCOC(=O)C1CCCN(S(=O)(=O)c2cn(C)c(=O)n(C)c2=O)C1 (stereo not drawn)
 : 54	4%	97	0	-10	13%	54	10	97
[11] Cc1c(=O)n(OCc2ccccc2F)c2ccccc2[n+]1[O-]
 : 88	-13%	90	11	-12	13%	88	12	79
[12] Cn1c(C(O)c2ccc(Cl)cc2)nc(Cl)c1Cl (stereo not drawn)
 : 139	4%	103	12	-4	7%	139	4	91
[13] C/C(N)=C(/C#N)C(=O)COC(=O)CCS(=O)(=O)c1ccccc1
 : 181	2%	.	.	6	-30%	181	-6	.
[14] CCOC(=O)c1[nH]c(C)c(C(=O)NCCC2=CCCCC2)c1C
 : 158	-1%	79	-3	-1	11%	158	0	82
[15] O=C(CSc1ncccn1)Nn1cnnc1
 : .	4%	81	-14	.	8%	.	.	96
[16] C=CCn1c(SCc2cccnc2)nnc1-c1ccncc1
 : 125	0%	106	15	3	22%	125	-3	91
[17] COCC(C)n1c(C)cc(C(=O)COC(=O)c2c(NC(C)=O)sc(C)c2C)c1C (stereo not drawn)
 : .	-10%	3	0	.	-38%	.	.	3
[18] COc1ccccc1OCCCCNCCO
 : 132	-5%	94	13	4	13%	132	-4	81
[19] CCNC(=S)NNC(=O)C1CCCCC1
 : 189	-1%	.	.	0	-82%	189	0	.
[20] CCNC(=O)CC1C(=O)N(c2ccccc2)C(=O)N1CCc1ccc(OC)cc1 (stereo not drawn)
 : 194	-5%	80	-9	23	-3%	194	-23	90
[21] Cc1nc(NC(=O)C2CC2)sc1C(=O)N(C)C
 : 127	.	97	-5	7	.	127	-8	102
[22] O=C(NCCCN1CCN(c2ccc(F)cc2)CC1)c1cccc(N2CCCC2=O)c1
 : 76	4%	85	7	1	-48%	76	-1	77
[23] FC(F)(F)c1cccc(Sc2nc(-c3ccccc3)nnc2C(F)(F)F)c1
 : 143	0%	.	.	14	9%	143	-14	.
[24] CC(NC(=O)CN1C(=O)NC(Cc2ccccc2)(Cc2ccccc2)C1=O)C12CC3CC(CC(C3)C1)C2 (stereo not drawn)
 : 202	12%	6	-3	3	-85%	202	-3	9
[25] CCN(CC)c1ncnc2c1sc1nc(N3CCOCC3)c3c(c12)CCC3
 : 148	-2%	.	.	-3	6%	148	3	.
[26] O=C(O)CCS(=O)(=O)Cc1ccccc1F
 : 178	-5%	.	.	-4	0%	178	4	.
[27] CCCc1cc(=O)[nH]c(SCC(=O)Nc2nonc2N)n1
 : 163	-1%	102	0	5	21%	163	-5	102
[28] CN1C(=O)CSc2ccc(NC(=O)N3CCc4ccccc43)cc21
 : 207	-8%	52	-8	27	-13%	207	-27	60
[29] Cc1ccc(Cl)cc1NC(=O)c1cnn2c1NC(c1ccco1)CC2C(F)(F)F (stereo not drawn)
 : 195	-16%	78	-4	-1	12%	195	1	82
[30] O=c1c2c(nc3cc(-c4ccccc4)[nH]n13)CCC2
 : 127	-7%	84	13	20	-13%	127	-20	71

Five compounds picked at random from those above:
Value order: NFkB transloc pot cell count 2 µM	Bcl-B displacement	MRP reversal cytotoxicity	MRP reversal	NFkB transloc pot	PLAP inhibitors HTS	NFkB transloc inh cell count 2 µM	NFkB transloc inh	MRP reversal with doxorubicin
[25] CCN(CC)c1ncnc2c1sc1nc(N3CCOCC3)c3c(c12)CCC3
 : 148	-2%	.	.	-3	6%	148	3	.
[23] FC(F)(F)c1cccc(Sc2nc(-c3ccccc3)nnc2C(F)(F)F)c1
 : 143	0%	.	.	14	9%	143	-14	.
[26] O=C(O)CCS(=O)(=O)Cc1ccccc1F
 : 178	-5%	.	.	-4	0%	178	4	.
[29] Cc1ccc(Cl)cc1NC(=O)c1cnn2c1NC(c1ccco1)CC2C(F)(F)F (stereo not drawn)
 : 195	-16%	78	-4	-1	12%	195	1	82
[21] Cc1nc(NC(=O)C2CC2)sc1C(=O)N(C)C
 : 127	.	97	-5	7	.	127	-8	102

(cont.)
Value order: NFkB transloc pot cell count 2 µM	Bcl-B displacement	MRP reversal cytotoxicity	MRP reversal	NFkB transloc pot	PLAP inhibitors HTS	NFkB transloc inh cell count 2 µM	NFkB transloc inh	MRP reversal with doxorubicin
[31] CCOc1ccc(N(Cc2cc3cc(OC)ccc3[nH]c2=O)S(C)(=O)=O)cc1
 : 144	-2%	90	2	5	-13%	144	-5	88
[32] COC(=O)c1ccccc1NC(=O)CSc1nnc(-c2cccnc2)n1C
 : 126	.	93	6	2	.	126	-2	86
[33] CCOC(=O)CN1Cc2cccc(C(=O)O)c2C1=O
 : 168	2%	97	1	-6	5%	168	6	96
[34] CCOC(=O)c1c(C)n(C)c2ccc(OC)c(NC(=O)CN3CCN(C(=O)c4ccco4)CC3)c12
 : 130	6%	77	-173	28	-52%	130	-28	250
[35] O=C(O)CSCC(=O)Nc1cccc(C(F)(F)F)c1
 : 119	3%	97	4	-6	4%	119	6	93
[36] O=C1CC(SCc2nc3ccccc3[nH]2)C(=O)N1c1ccc(F)c(Cl)c1 (stereo not drawn)
 : 106	-3%	95	-3	20	-62%	106	-20	99
[37] CC(C)OC(=O)CSc1nnc(Cc2ccccc2)n1Cc1ccco1
 : 146	2%	103	3	10	-54%	146	-10	100
[38] COC(=O)COc1ccc2c(-c3cccc([N+](=O)[O-])c3)cc(=O)oc2c1
 : 127	-1%	.	.	-12	.	127	12	.
[39] CCOC(=O)c1[nH]c(C)c(C(=O)Nc2cccc(Cl)c2C)c1C
 : 128	-27%	15	-17	-12	0%	128	12	33
[40] C1=C(CCNc2nnnn2-c2ccccc2)CCCC1
 : 116	13%	95	6	-6	18%	116	6	89
[41] O=C(CSc1ncccc1-c1nc2ccccc2[nH]1)N1CCCCC1
 : 128	7%	76	-1	6	-12%	128	-6	76
[42] Cc1ccc2c(N)c(C)ccc2c1
 : 209	2%	81	-2	10	15%	209	-10	83
[43] CCOC(=O)C1CCCN(CCC(=O)Nc2ccc3c(c2)CCC3)C1 (stereo not drawn)
 : 110	-2%	78	1	6	-37%	110	-6	77
[44] O=C1OC(N2CCN(C(=O)c3ccco3)CC2)c2ccccc21 (stereo not drawn)
 : 88	-6%	84	-14	-3	-8%	88	3	98
[45] CC1Cn2c(CCc3ccccc3)nnc2S1 (stereo not drawn)
 : 175	-5%	92	-5	15	-3%	175	-14	97
[46] O=C(NCCNC(=O)c1ccco1)c1cccc(F)c1
 : .	0%	94	4	.	9%	.	.	90
[47] CCN(CC)S(=O)(=O)c1cccc(C(=O)N[C@H](C(=O)NCc2ccccc2F)C(C)C)c1
 : 135	-33%	.	.	-11	-29%	135	11	.
[48] Cc1n[nH]c(C)c1C(=O)CC1(O)C(=O)N(CCc2ccccc2)c2ccc(Cl)cc21 (stereo not drawn)
 : 139	-4%	80	-5	22	-94%	139	-22	85
[49] COc1cc2c(cc1OC)C1=NC(=O)CN1C(SCc1ccccc1)=N2
 : .	-6%	.	.	.	-53%	.	.	.
[50] C[n+]1cccc(CNC(=O)/C=N/O)c1
 : 137	-1%	92	-4	-10	4%	137	10	96
[51] CC1(C)Cc2ccccc2-c2c1c(=O)n(-c1ccccc1)c1nnnn21
 : 130	.	.	.	1	.	130	-1	.
[52] COc1cccc(OC)c1C(=O)NN1CCCCC1
 : 141	-2%	.	.	3	-17%	141	-3	.
[53] Clc1ccc(OCc2nc(-c3ccccn3)n[nH]2)cc1
 : 180	34%	2	-6	-5	-129%	180	5	9
[54] CCc1nc(N2CCCCC2)c2oc3ccccc3c2n1
 : 180	-6%	77	-9	13	-37%	180	-13	87
[55] O=C(O)CCC(=O)N1CCc2cc(S(=O)(=O)N(CCc3ccccc3)Cc3ccccc3)ccc21
 : 160	2%	92	-6	5	-69%	160	-5	98
[56] CCCCOc1ccc(C2(C(=O)O)CCCC2)cc1
 : 82	4%	104	8	-7	-6%	82	7	97
[57] COc1ccc(CCn2nnnc2C(c2ccccc2)N2CCN(C)CC2)cc1OC (stereo not drawn)
 : .	3%	97	16	.	-73%	.	.	81
[58] O=C(C1CCCCC1)N1CCCn2c1nc1ccccc12
 : 158	-2%	100	5	-5	-6%	158	5	95
[59] CCOC(=O)c1ccc(NC(=O)C2C3CCC(C3)C2C(=O)O)cc1 (stereo not drawn)
 : 202	-6%	99	10	-12	-1%	202	12	89
[60] Cc1cc(NS(=O)(=O)c2ccc(NC(=O)c3ccco3)cc2)no1
 : 214	-6%	83	6	9	-16%	214	-9	76
[61] O=C1CCC([N+](=O)[O-])C(c2cccc(Cl)c2Cl)N1 (stereo not drawn)
 : 172	13%	92	-6	5	-6%	172	-5	99
[62] CC1Cc2ccccc2N1C(=O)CSc1nnnn1-c1ccc2c(c1)OCCO2 (stereo not drawn)
 : 137	11%	93	10	19	2%	137	-19	83
[63] N#Cc1nc(Cc2ccccc2)oc1NCCCn1ccnc1
 : 119	-2%	98	5	4	-21%	119	-4	93
[64] O=C(COc1ccc(-c2ccccc2)cc1)N/N=C/c1ccccc1Br
 : 193	-5%	.	.	12	3%	193	-12	.
[65] Cc1ccc(C)c(S(=O)(=O)NCc2ccc(C(=O)N3CCC(Cc4ccccc4)CC3)cc2)c1
 : 188	-2%	36	1	12	-27%	188	-12	35
[66] CCN(CC(=O)NC)S(=O)(=O)c1ccc(C)cc1
 : 157	-3%	95	7	9	-28%	157	-9	88
[67] CS(=O)(=O)N(CC(=O)NC1CCCC1)c1cccc(F)c1
 : 161	-2%	90	-7	5	-2%	161	-5	98
